Rac1 mut GTP: alters GTP binding to activated mutant human Rac1; P63000; GST-Rac1 activated beads, fluorescent GTP binding, flow cytometry; actives lie on both sides; 100% means binding = to untreated wells; percent activity (GTP binding), % at 10 µM; 0.11% of 190,000 active;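 active = GTP binding at least 20 percentage points away from the 100% baseline, in either direction, so actives lie on both sides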
Bcl-XL Bim block: human Bim-Bcl-XL interaction inhibition. 0.04% of 190,000 active. inhibition, % at 10 µM. AID 1007. Bim peptide-Bcl-XL binding, bead flow cytometry, fluorescence. Q07817
Rac1 wt GTP bind: alters GTP binding to wildtype human Rac1; P63000; GST-Rac1 beads, fluorescent GTP binding, flow cytometry; actives lie on both sides; 0 = cold GTP competed, 100 = untreated; GTP binding activity (% of control), % at 10 µM; 0.27% of 190,000 active; AID 757;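 active = GTP binding activity at least 20 points away from the 100% control level, either lower or higher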
Rab2A wt mod: changes GTP binding to wildtype dog Rab2A, up or down. P61105. GST-Rab2 wt beads, Bodipy-GTP binding, flow cytometry. GTP binding activity, % at 10 µM. 0.19% of 190,000 active;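 active = GTP binding activity at least 20 points away from 100%, either lowered or raised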;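 note: 0% = beads with excess unlabeled GTP and 100% = no-compound control corrected for plate trend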
HRas wt GTP bind: modulators of GTP binding to human HRas wildtype; GST-Ras wt beads, Bodipy-FL-GTP binding, flow cytometry; actives lie on both sides; GTP binding activity, % at 10 µM; 0.14% of 190,000 active; AID 759;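 active = GTP binding activity at least 20% away from the 100% baseline, either lowered as inhibitor or raised as activator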;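 note: 0% = unlabeled GTP competition control and 100% = no-compound control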
Target sequence (P01112 whole entry, looked up): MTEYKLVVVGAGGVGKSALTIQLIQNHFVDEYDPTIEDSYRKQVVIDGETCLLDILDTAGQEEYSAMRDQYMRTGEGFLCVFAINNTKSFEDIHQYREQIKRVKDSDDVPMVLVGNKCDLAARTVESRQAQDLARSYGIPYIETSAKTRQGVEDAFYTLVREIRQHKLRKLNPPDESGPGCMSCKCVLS
Bcl-W Bim block: human Bim-Bcl-W interaction inhibition; 0.02% of 190,000 active; Q92843; AID 952; bead-based flow cytometry, Bim peptide-Bcl-W binding; inhibition, % at 10 µM;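 note: 0% = bound tracer without compound and 100% = peptide blocker; higher means less fluorescent Bim peptide bound to Bcl-W beads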
Target sequence (Q92843 whole entry, looked up): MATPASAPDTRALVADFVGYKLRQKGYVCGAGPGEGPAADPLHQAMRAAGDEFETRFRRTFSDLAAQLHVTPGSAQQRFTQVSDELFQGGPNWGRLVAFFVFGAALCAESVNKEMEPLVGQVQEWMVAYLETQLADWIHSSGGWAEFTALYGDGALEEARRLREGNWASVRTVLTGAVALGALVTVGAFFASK
Bfl-1 Bim block: human Bim-Bfl-1 interaction inhibition; inhibition, % at 10 µM; AID 1008; 0.12% of 190,000 active; Bead-based flow cytometry, Bim-Bfl-1 binding inhibition; Q16548;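 note: 0% = wells without compound plus tracer and 100% = blocker peptide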
Cdc42 wt: human Cdc42 wildtype GTP binding change, either direction | GST-Cdc42 beads, Bodipy-GTP binding, flow cytometry; actives lie on both sides | percent activity (GTP binding), % at 10 µM | 0.2% of 190,000 active | AID 761;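 active = percent activity GTP binding at least 20 points away from the 100% baseline, either down as inhibitor or up as activator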;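 note: median bead fluorescence of bound Bodipy-FL-GTP at 100 nM; 0% = excess unlabeled GTP control and 100% = no compound control; below 100% means less GTP binding so inhibitor and above means activator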
Bcl-2 Bim block: disrupts Bim peptide binding to human Bcl-2; Bead-based flow cytometry, Bim peptide-Bcl-2 binding; 0.06% of 190,000 active; P10415; AID 950; inhibition, % at 10 µM; in the data active = inhibition above about 40%;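 note: 0% = no compound wells with probe peptide and 100% = reference peptide inhibitor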
Target sequence (P10415 whole entry, looked up): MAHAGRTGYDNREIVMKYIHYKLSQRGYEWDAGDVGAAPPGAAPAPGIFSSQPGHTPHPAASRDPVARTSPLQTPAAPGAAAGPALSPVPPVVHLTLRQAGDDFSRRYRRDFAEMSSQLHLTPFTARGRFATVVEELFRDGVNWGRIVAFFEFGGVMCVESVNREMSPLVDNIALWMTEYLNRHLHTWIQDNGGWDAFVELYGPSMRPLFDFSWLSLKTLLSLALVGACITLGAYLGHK
Rab7 wt modul: modulators of GTP binding to dog Rab7 wildtype GTPase; GST-Rab7 beads, fluorescent GTP binding, flow cytometry; actives lie on both sides; untreated = 100%, excess cold GTP = 0%; GTP binding activity (percent of control), % at 10 µM; 0.055% of 190,000 active;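 active = fluorescent GTP binding to Rab7 beads changed by at least 20 points from the 100% baseline, either direction, mostly lower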;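 note: median green fluorescence of bound Bodipy-FL-GTP per Rab7 bead population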
Bim-Bcl-B: disrupts Bim peptide binding to human Bcl-B. bead-based flow cytometry. AID 951. Q9HD36. 0.073% of 190,000 active. inhibition, % at 10 µM;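 note: 0% = tracer peptide without compound and 100% = reference inhibitor peptide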
Target sequence (Q9HD36 whole entry, looked up): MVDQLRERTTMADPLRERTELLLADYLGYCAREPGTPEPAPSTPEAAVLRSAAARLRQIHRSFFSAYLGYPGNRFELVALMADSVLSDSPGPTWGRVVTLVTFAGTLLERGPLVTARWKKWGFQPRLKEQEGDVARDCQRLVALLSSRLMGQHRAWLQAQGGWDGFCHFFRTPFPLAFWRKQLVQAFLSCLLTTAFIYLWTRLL
Starred values were filed as active, the others as inactive. Cut-off read from the data, not from the text of the source, unless noted: active = inhibition above about 40%.

Values run as follows: Rac1 mut GTP | Bcl-XL Bim block | Rac1 wt GTP bind | Rab2A wt mod | HRas wt GTP bind | Bcl-W Bim block | Bfl-1 Bim block | Cdc42 wt | Bcl-2 Bim block | Rab7 wt modul | Bim-Bcl-B
1) COc1cc2c(cc1NC(=S)NC(=O)/C=C/c1ccc(OC)c(OC)c1)oc1ccccc12
  102 | -2 | 108 | 103 | 104 | 0 | 7 | 104 | 9 | 102 | 2
2) COCC(=O)N(Cc1cc2ccc(C)cc2[nH]c1=O)c1ccc(OC)cc1
  97 | 1 | 100 | 98 | 97 | 0 | 4 | 97 | 1 | 91 | 3
3) CC(/C=C1\SC(=S)N(NC(=O)c2cccc(O)c2)C1=O)=C\c1ccccc1
  83 | -10 | 89 | 88 | 89 | -5 | -4 | 89 | -4 | 91 | -13
4) CCOC(=O)N1CCN(C(=O)c2ccc(CS(=O)(=O)c3c(Cl)cccc3Cl)o2)CC1
  100 | 0 | 108 | 101 | 100 | 2 | -7 | 105 | -8 | 101 | -4
5) O=C(/C=C/c1cn(CC(O)CN2CCCCC2)c2ccccc12)c1cccs1 (stereo not given)
  104 | -8 | 104 | 99 | 98 | -10 | 3 | 104 | 2 | 100 | -16
6) C=C(C)C1CC=C(C)/C(=N/NC(=O)c2ccc(NC(=O)c3cccc(C)c3)cc2)C1 (stereo not given)
  94 | -2 | 96 | 97 | 97 | 4 | 0 | 96 | 0 | 99 | 2
7) Cc1ccccc1N=C1SCC(=O)N1Cc1ccccc1
  101 | -11 | 102 | 98 | 98 | -8 | -10 | 101 | -9 | 97 | -10
8) COc1cccc(-n2nnc(S(=O)(=O)c3ccc(C)cc3)c2N)c1
  94 | -5 | 96 | 97 | 96 | -1 | -6 | 97 | 0 | 107 | -4
9) CC(C)C(=O)NC(Nc1ccc(S(N)(=O)=O)cc1)C(Cl)(Cl)Cl (stereo not given)
  100 | -2 | 109 | 101 | 101 | -1 | -1 | 104 | -2 | 99 | -3
10) CC(=O)c1c(C)[nH]c(C(=O)Nc2cccc(S(=O)(=O)N(C)c3ccccc3)c2)c1C
  96 | -2 | 99 | 100 | 98 | -2 | -1 | 96 | -2 | 102 | -7

Some values from the results shown:
Entry of no. 3 in Bcl-W Bim block: -5
Entry of no. 9 in Rac1 wt GTP bind: 109

New compounds follow:
Values run as follows: Rac1 mut GTP | Bcl-XL Bim block | Rac1 wt GTP bind | Rab2A wt mod | HRas wt GTP bind | Bcl-W Bim block | Bfl-1 Bim block | Cdc42 wt | Bcl-2 Bim block | Rab7 wt modul | Bim-Bcl-B
11) Cc1nc2ccc(C(=O)N3c4ccccc4CC3C)cc2s1 (stereo not given)
  96 | -3 | 97 | 100 | 98 | -1 | -3 | 93 | -2 | 107 | -4
12) C=CCC1(CC=C)CCCN1C(=O)CC1C(=O)NCCN1Cc1cc(OC)cc(OC)c1 (stereo not given)
  95 | -4 | 102 | 97 | 98 | -2 | -5 | 99 | -3 | 94 | -11
13) Cc1ccc(O)c(-c2cc(C(F)(F)C(F)F)nc(-c3ccccc3)n2)c1
  99 | -3 | 102 | 101 | 102 | 0 | -1 | 102 | -3 | 98 | -1
14) COc1ccccc1-c1nnc(NC(=O)c2ccc(S(=O)(=O)N(C)Cc3ccccc3)cc2)o1
  96 | -13 | 105 | 97 | 98 | -2 | -18 | 100 | -11 | 97 | -6
15) COc1ccc(CCNc2oc(Cc3cccc4ccccc34)nc2C#N)cc1OC
  93 | -3 | 98 | 95 | 98 | 0 | -13 | 99 | -12 | 98 | -10
16) Cc1c(C(=O)N2CCOCC2)[nH]c2ccc(OCc3ccccc3)cc12
  101 | 4 | 103 | 99 | 100 | 3 | -9 | 102 | -9 | 100 | -8
17) CCCCCNC(=O)CN(c1ccc2c(c1)OCO2)S(C)(=O)=O
  97 | 0 | 96 | 95 | 97 | 0 | 0 | 97 | -3 | 95 | -3
18) CCN(CC)C(=O)Cn1cc(SCC(=O)NC)c2ccccc21
  98 | -1 | 96 | 100 | 98 | 0 | 5 | 98 | 1 | 98 | -1
19) CCCOc1ccccc1Nc1nnc(C)c(=O)[nH]1
  103 | -6 | 108 | 101 | 103 | -1 | -17 | 105 | -11 | 100 | -10
20) O=C(COC(=O)c1cccc([N+](=O)[O-])c1)NCC1CCCO1 (stereo not given)
  90 | -7 | 89 | 92 | 91 | -5 | -3 | 91 | -5 | 97 | -1
21) O=C(COC(=O)C1CC2C=CC1C2)Nc1ccc2c(c1)OC(F)(F)O2 (stereo not given)
  99 | 0 | 102 | 104 | 101 | -1 | 11 | 99 | 5 | 97 | 2
22) CCOC(=O)c1ccc(NC(=O)NC2CC3CCC(C2)N3Cc2nnnn2Cc2ccco2)cc1 (stereo not given)
  98 | -1 | 103 | 100 | 102 | -2 | -2 | 103 | -3 | 102 | -1
23) CCOC(=O)C1CCN(C(=O)c2cc3ccccc3oc2=O)CC1
  92 | -4 | 97 | 98 | 97 | 0 | -3 | 94 | 0 | 105 | -1
24) CCCCn1c(N)c(S(=O)(=O)c2ccc(C)cc2)c2nc3ccccc3nc21
  96 | 2 | 93 | 97 | 95 | 3 | 3 | 95 | 1 | 92 | -13
25) CC(C)(C)NC(=O)CSc1nnc(-c2ccncc2)n1Cc1ccccc1
  95 | -10 | 98 | 94 | 97 | -1 | -5 | 98 | -4 | 94 | -7
26) Cn1c(=O)c(=O)n(C)c2cc(S(=O)(=O)N3CCN(C4CCCCC4)CC3)ccc21
  95 | -2 | 98 | 99 | 97 | -1 | -10 | 95 | -8 | 98 | -5
27) Nc1ccc(-n2nnnc2CN2CCOCC2)cc1
  103 | -9 | 100 | 102 | 102 | -7 | -10 | 100 | -8 | 100 | -12
28) O=C(NCn1cnccc1=O)c1ccccc1
  101 | -4 | 111 | 102 | 105 | 1 | -11 | 106 | -8 | 104 | -8
29) S=C(NCc1ccc(Cl)cc1)NC12CC3CC(CC(C3)C1)C2
  98 | -3 | 100 | 98 | 99 | -3 | -5 | 99 | -3 | 98 | -8
30) Cc1ccc(C)c(NC(=O)COC(=O)CC2c3ccccc3CCN2S(=O)(=O)c2ccc(F)cc2)c1 (stereo not given)
  103 | -5 | 105 | 104 | 102 | -3 | -3 | 104 | -2 | 106 | 0

Some of the entries so far, screen by screen:
25	CC(C)(C)NC(=O)CSc1nnc(-c2ccncc2)n1Cc1ccccc1
23	CCOC(=O)C1CCN(C(=O)c2cc3ccccc3oc2=O)CC1

compound no.	25	23
Rac1 mut GTP	95	92
Bcl-XL Bim block	-10	-4
Rac1 wt GTP bind	98	97
Rab2A wt mod	94	98
HRas wt GTP bind	97	97
Bcl-W Bim block	-1	0
Bfl-1 Bim block	-5	-3
Cdc42 wt	98	94
Bcl-2 Bim block	-4	0
Rab7 wt modul	94	105
Bim-Bcl-B	-7	-1

Later entries:
Values run as follows: Rac1 mut GTP | Bcl-XL Bim block | Rac1 wt GTP bind | Rab2A wt mod | HRas wt GTP bind | Bcl-W Bim block | Bfl-1 Bim block | Cdc42 wt | Bcl-2 Bim block | Rab7 wt modul | Bim-Bcl-B
31) CCc1nnc(NC(=O)Cn2c(=O)oc3ccccc32)s1
  95 | 0 | 97 | 96 | 98 | 0 | -9 | 98 | -12 | 98 | -11
32) Cc1ccc(-c2nnnn2CS(=O)(=O)c2ccccc2)cc1
  100 | 1 | 103 | 104 | 103 | 0 | 0 | 100 | -7 | 100 | -3
33) O=C(Nc1ccc(Cl)cn1)c1cccc(F)c1
  100 | 1 | 98 | 102 | 99 | 0 | -1 | 103 | 0 | 95 | -1
34) Cc1cccc(NC(=O)Cc2ccc(F)cc2)c1
  96 | -5 | 107 | 99 | 102 | -2 | -2 | 103 | -1 | 100 | -5
35) Cc1ccc(OCCn2cc(Br)c(=O)[nH]c2=O)cc1
  98 | -4 | 105 | 98 | 99 | 0 | -9 | 100 | -7 | 98 | -5
36) CC(C)(C)c1nc[nH]c(=O)c1Br
  99 | -6 | 100 | 99 | 99 | -4 | -8 | 100 | -4 | 97 | -9
37) CCCC1=NN(c2ccc([N+](=O)[O-])cc2)C(=O)/C1=C\N(C)C
  97 | -4 | 103 | 99 | 101 | -4 | -2 | 101 | -4 | 99 | -8
38) CCCn1c(=O)c2c(C(F)(F)F)cc(-c3cccs3)nc2n(CCC)c1=O
  101 | -6 | 103 | 100 | 99 | -6 | -7 | 104 | -9 | 99 | -8
39) CC(C)(C)NC(=O)C(=O)NNC(=O)c1ccc(C(C)(C)C)cc1
  100 | -15 | 106 | 102 | 101 | -10 | -17 | 103 | -15 | 98 | -13
40) CCc1ccc(-n2c(SCc3cc(=O)n4cc(Br)ccc4n3)nc3[nH]ncc3c2=O)cc1
  94 | -3 | 95 | 95 | 95 | -4 | 0 | 94 | -2 | 100 | -5
41) CC(C)CNC(=O)c1cc([N+](=O)[O-])ccc1N1CCOCC1
  104 | -5 | 104 | 104 | 104 | -2 | 0 | 100 | 2 | 109 | 0
42) CCOC(=O)Cn1nnc2c(sc3nc4c(c(-c5ccccc5)c32)CCC4)c1=O
  97 | 0 | 103 | 99 | 99 | 2 | -8 | 99 | -6 | 104 | -5
43) CC(C)(C)C(=O)Nc1nnc(SCc2ccc(F)cc2)s1
  90 | -1 | 90 | 86 | 89 | 0 | -11 | 87 | -7 | 88 | -8
44) COc1cccc(-n2ccnc2SCC(=O)Nc2cc(C)on2)c1
  97 | -2 | 98 | 100 | 99 | 3 | -4 | 96 | 0 | 99 | -2
45) CC1=CCC2COC(c3ccc[n+](Cc4ccccc4)c3)C1C2 (stereo not given)
  98 | -7 | 99 | 98 | 96 | 0 | -6 | 99 | -1 | 97 | 7

4 entries picked at random from the list so far:
Values run as follows: Rac1 mut GTP | Bcl-XL Bim block | Rac1 wt GTP bind | Rab2A wt mod | HRas wt GTP bind | Bcl-W Bim block | Bfl-1 Bim block | Cdc42 wt | Bcl-2 Bim block | Rab7 wt modul | Bim-Bcl-B
44) COc1cccc(-n2ccnc2SCC(=O)Nc2cc(C)on2)c1
  97 | -2 | 98 | 100 | 99 | 3 | -4 | 96 | 0 | 99 | -2
43) CC(C)(C)C(=O)Nc1nnc(SCc2ccc(F)cc2)s1
  90 | -1 | 90 | 86 | 89 | 0 | -11 | 87 | -7 | 88 | -8
45) CC1=CCC2COC(c3ccc[n+](Cc4ccccc4)c3)C1C2 (stereo not given)
  98 | -7 | 99 | 98 | 96 | 0 | -6 | 99 | -1 | 97 | 7
41) CC(C)CNC(=O)c1cc([N+](=O)[O-])ccc1N1CCOCC1
  104 | -5 | 104 | 104 | 104 | -2 | 0 | 100 | 2 | 109 | 0
